KLK5 inh: human KLK5 protease inhibitors, primary screen, biochemical, 1536-well. recombinant hK5, fluorogenic AMC substrate cleavage. inhibition, % at 5 µM. hit rate 0.59% among 210,000;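 active means inhibition of 40% or more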;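 further: 0% = enzyme controls without compound and 100% = no-enzyme blanks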
FXIa inh: human FXIa protease inhibitors, primary screen, biochemical, 1536-well; hit rate 0.14% among 220,000; inhibition, % at 5 µM; purified FXIa, Boc-Glu-Ala-Arg-AMC fluorogenic substrate; Coagulation factor XI (Homo sapiens), P03951;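 active means inhibition of at least 40%; inactive means inhibition below 40%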;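 further: fluorescence of freed AMC excited at 355 nm; 0% = enzyme without compound and 100% = no enzyme blank; many of its hits are not listed in these tables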
Target sequence (P03951 19-387 limits assumed): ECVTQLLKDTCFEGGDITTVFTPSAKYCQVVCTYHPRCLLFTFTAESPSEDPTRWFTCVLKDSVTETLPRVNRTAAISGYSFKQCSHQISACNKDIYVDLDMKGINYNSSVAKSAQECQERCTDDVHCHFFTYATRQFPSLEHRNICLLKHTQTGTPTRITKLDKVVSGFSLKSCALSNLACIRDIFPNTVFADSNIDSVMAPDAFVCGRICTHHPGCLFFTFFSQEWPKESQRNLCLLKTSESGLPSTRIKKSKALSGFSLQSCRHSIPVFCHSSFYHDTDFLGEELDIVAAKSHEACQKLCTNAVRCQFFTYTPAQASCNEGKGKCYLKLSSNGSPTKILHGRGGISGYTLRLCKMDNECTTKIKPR
Target sequence (P03951 388-625 limits assumed): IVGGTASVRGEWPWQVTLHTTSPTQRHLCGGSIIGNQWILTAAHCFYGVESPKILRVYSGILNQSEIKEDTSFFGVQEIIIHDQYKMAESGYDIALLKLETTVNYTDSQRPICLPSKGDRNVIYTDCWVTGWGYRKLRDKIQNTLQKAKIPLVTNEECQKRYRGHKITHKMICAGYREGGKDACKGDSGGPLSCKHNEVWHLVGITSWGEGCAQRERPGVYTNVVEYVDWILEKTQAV
p97 inhibitor: inhibitors of human p97 ATPase, primary screen, biochemical; Transitional endoplasmic reticulum ATPase (Homo sapiens), P55072; recombinant p97 ATPase, Kinase-Glo ATP luminescence, 3 h; inhibition, % at 8 µM; hit rate 0.42% among 220,000; AID 1481, 2009; in the data active means inhibition above about 15%;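 further: 0% = DMSO vehicle and 100% = wells lacking enzyme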
14-3-3 Bad PPI: inhibitors of 14-3-3 zeta/Bad binding, primary screen, biochemical, TR-FRET, bovine 14-3-3 zeta | TR-FRET 14-3-3zeta/Dy647-pBad peptide displacement, 1 h | inhibition, % at 21.7 µM | hit rate 0.71% among 220,000 | AID 781, 2007;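 active means inhibition above about 70%, limit read from the data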;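 further: 0% = full 14-3-3 plus peptide FRET controls and 100% = background without 14-3-3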
FXIIa inh: human FXIIa protease inhibitors, primary screen, biochemical, 1536-well. Coagulation factor XII (Homo sapiens), P00748. purified FXIIa, Boc-QGR-AMC fluorogenic substrate, 2 h. inhibition, % at 5 µM. hit rate 0.3% among 220,000; in the data active means inhibition above about 40%;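 further: 0% = enzyme with no compound and 100% = blank without enzyme; many of its hits are not listed in these tables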
eIF4E-4G inh: eIF4E–eIF4G protein interaction inhibitors, primary screen, biochemical, uHTS, TR-FRET, eIF4GI fragment. Eukaryotic translation initiation factor 4E (Mus musculus) + Eukaryotic translation …. hit rate 0.37% among 220,000. TR-FRET eIF4E-eIF4GI(517-606) binding, 2 h. AID 782, 2007. inhibition, % at 21.7 µM;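 active means inhibition above about 30%, limit read from the data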;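 further: 0% = full FRET control wells and 100% = background wells lacking eIF4GI fragment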
Wee1 degr inh: Wee1 degradation inhibitors, primary screen, cell-based, HeLa, Wee1K328M-luciferase, luminescence; HeLa Luc-Wee1K328M stability; 100% = proteasome inhibitor MG132 effect; reporter increase, % at 5 µM; Wee1-like protein kinase (Homo sapiens), P30291; hit rate 1.2% among 220,000;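 active means activation above the mean of all tested compounds plus 3 SD, set per screening run, cut at about 8.8% in these data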;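 further: cells exposed to compound for 20 h before luminescence read; 0% = DMSO alone and 100% = MG132 at 30 µM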
MDM2 E3 inh: MDM2-luciferase reporter signal enhancers, primary screen, MDM2 E3 ligase inhibitor project, cell-based, luminescence, 1536-well; E3 ubiquitin-protein ligase Mdm2 (Homo sapiens), Q00987; cell-based MDM2 ubiquitination luciferase reporter, 2 h; 0 = plate control, 100 = twice control, blank-subtracted; signal enhancement, % at 5 µM; hit rate 0.11% among 210,000;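 active means signal enhancement of 30% or more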;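 further: luminescence tracks abundance of the self-degrading MDM2-luciferase fusion protein; higher signal means inhibition of MDM2 E3 ligase activity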
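Assay system: stable mammalian line carrying autodegrading MDM2–luciferase fusion reporter; amount: 2000 cells seeded into each well; buffer or medium: DMEM; benchmarks: plate control and blank wells; signal: luciferase luminescence; timing: 2 h compound exposure at 37 °C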
Rad51 HR inh: human RAD51 strand exchange inhibitors, primary screen, biochemical, fluorescence | hRad51 DNA strand exchange, fluorescence dequenching | inhibition, % at 10 µM | hit rate 0.085% among 200,000;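 active means inhibition above 40% at the single screening dose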;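 further: 0% = DMSO control wells and 100% = blanks with heterologous ssDNA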
Target sequence (Q06609 whole entry, looked up): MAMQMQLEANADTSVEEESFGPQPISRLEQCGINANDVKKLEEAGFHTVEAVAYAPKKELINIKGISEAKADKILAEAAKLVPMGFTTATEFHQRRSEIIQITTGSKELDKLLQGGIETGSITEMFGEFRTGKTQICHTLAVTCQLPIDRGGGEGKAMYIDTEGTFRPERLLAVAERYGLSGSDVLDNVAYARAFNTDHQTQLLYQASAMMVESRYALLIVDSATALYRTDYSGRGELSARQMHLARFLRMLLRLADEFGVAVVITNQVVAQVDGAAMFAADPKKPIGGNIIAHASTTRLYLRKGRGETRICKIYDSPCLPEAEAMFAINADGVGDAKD
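material = hRad51 filaments on single-stranded DNA | timing = filaments 15 min 37 °C, then compound 30 min | signal = FRET fluorescence dequenching, excitation 485 nm, emission 520 nm | benchmarks = control wells and blank wells on each plate | evaluation = percent inhibition relative to plate controls and blanks | compound = 10 µM final, single point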
* hit, by the source's call; . = not tested or not shown; [ ] = another dose, or the depositor's remark.

The opening 14 compounds as a preview:
SMILES	KLK5 inh	FXIa inh	p97 inhibitor	14-3-3 Bad PPI	FXIIa inh	eIF4E-4G inh	Wee1 degr inh	MDM2 E3 inh	Rad51 HR inh
NC(=O)COc1ccc(C2c3c(oc4ccccc4c3=O)C(=O)N2CC2CCCO2)cc1 (stereo not drawn)	1	5	-2	3	1	-3	-2	-19	3
Cc1ccc(O)c(-c2cc(-c3cccc(F)c3)n[nH]2)c1	8	-8	-1	-7	-5	6	2	-19	-3
NC(=O)CC[C@@H]1NC(=O)[C@@H]2CCCN2C(=O)c2cc([N+](=O)[O-])cc(I)c2NCCC[C@@H](C(=O)NC(CC(=O)O)C(N)=O)NC1=O (stereo partly drawn)	-11	3	1	5	14	4	-1	.	-11
C/C(=N\OC(=O)c1ccc(Cl)cc1)c1nccs1	6	8	1	-10	6	2	1	-12	6
COc1ccc(N2CCN(C(=O)CN(C3CCCCC3)S(C)(=O)=O)CC2)cc1	-1	2	1	-3	8	1	9.1*	-48	-6
CN1C(C(=O)NCCc2cccs2)CC2Cn3c(nc4cc5ccccc5cc43)C21 (stereo not drawn)	2	1	.	-4	7	-8	.	11	-2
COc1ccc(/C=N/NC(=O)c2snnc2C)c(OC)c1OC	-12	-3	1	-2	0	-4	-3	-6	6
CCCCCNCC(=O)Nc1cccc(C(=O)Nc2cccc(C(F)(F)F)c2)c1	-2	0	2	6	5	0	-2	2	.
Fc1ccc(-c2ccnc(=S)[nH]2)cc1	15	1	1	23[fluorescence artefact?]	-3	2	-3	-24	-2
Cc1c(Cl)cccc1NC(=S)N(Cc1ccccc1)Cc1cccnc1	0	-2	-6	1	6	1	-1	-9	-4
Cc1ccc(S(=O)OCC(=O)Nc2cc(Cl)ccc2N2CCOCC2)cc1 (stereo not drawn)	-4	1	-2	-10	12	4	16*	-7	1
CCOC(=O)N1CCN(c2nc(=S)n(-c3ccccc3)c(C)c2C(C)=O)CC1	-13	0	3	-4[fluorescence artefact?]	-3	3	5	-17	-9
COc1ccc(-c2cc(=O)c3cc(OC)c(OC)cc3[nH]2)cc1	-6	6	9	12	12	4[fluorescence artefact?]	-1	.	3
CCc1cccc(CC)c1NC(=O)CSc1nnc(CCC(=O)O)c(=O)[nH]1	0	1	6	-6	0	-4	9.5*	6	7

All compounds of this part, from the start:
SMILES	KLK5 inh	FXIa inh	p97 inhibitor	14-3-3 Bad PPI	FXIIa inh	eIF4E-4G inh	Wee1 degr inh	MDM2 E3 inh	Rad51 HR inh
NC(=O)COc1ccc(C2c3c(oc4ccccc4c3=O)C(=O)N2CC2CCCO2)cc1 (stereo not drawn)	1	5	-2	3	1	-3	-2	-19	3
Cc1ccc(O)c(-c2cc(-c3cccc(F)c3)n[nH]2)c1	8	-8	-1	-7	-5	6	2	-19	-3
NC(=O)CC[C@@H]1NC(=O)[C@@H]2CCCN2C(=O)c2cc([N+](=O)[O-])cc(I)c2NCCC[C@@H](C(=O)NC(CC(=O)O)C(N)=O)NC1=O (stereo partly drawn)	-11	3	1	5	14	4	-1	.	-11
C/C(=N\OC(=O)c1ccc(Cl)cc1)c1nccs1	6	8	1	-10	6	2	1	-12	6
COc1ccc(N2CCN(C(=O)CN(C3CCCCC3)S(C)(=O)=O)CC2)cc1	-1	2	1	-3	8	1	9.1*	-48	-6
CN1C(C(=O)NCCc2cccs2)CC2Cn3c(nc4cc5ccccc5cc43)C21 (stereo not drawn)	2	1	.	-4	7	-8	.	11	-2
COc1ccc(/C=N/NC(=O)c2snnc2C)c(OC)c1OC	-12	-3	1	-2	0	-4	-3	-6	6
CCCCCNCC(=O)Nc1cccc(C(=O)Nc2cccc(C(F)(F)F)c2)c1	-2	0	2	6	5	0	-2	2	.
Fc1ccc(-c2ccnc(=S)[nH]2)cc1	15	1	1	23[fluorescence artefact?]	-3	2	-3	-24	-2
Cc1c(Cl)cccc1NC(=S)N(Cc1ccccc1)Cc1cccnc1	0	-2	-6	1	6	1	-1	-9	-4
Cc1ccc(S(=O)OCC(=O)Nc2cc(Cl)ccc2N2CCOCC2)cc1 (stereo not drawn)	-4	1	-2	-10	12	4	16*	-7	1
CCOC(=O)N1CCN(c2nc(=S)n(-c3ccccc3)c(C)c2C(C)=O)CC1	-13	0	3	-4[fluorescence artefact?]	-3	3	5	-17	-9
COc1ccc(-c2cc(=O)c3cc(OC)c(OC)cc3[nH]2)cc1	-6	6	9	12	12	4[fluorescence artefact?]	-1	.	3
CCc1cccc(CC)c1NC(=O)CSc1nnc(CCC(=O)O)c(=O)[nH]1	0	1	6	-6	0	-4	9.5*	6	7
CCOC(=O)c1cccc(NC(=O)CSc2nnc(-c3cccnc3)n2CC)c1	1	-6	2	10	13	-3	0	-8	-4
Cc1ccccc1N1CCN(C(=S)c2ccc(-c3ccc([N+](=O)[O-])cc3)o2)CC1	-1	-1	11	7	3	-5	1	-3	4
O=C(CSc1ncnc2sc3c(c12)CCCC3)N1CCC(c2noc3ccc(F)cc23)CC1	-10	10	5	-9[fluorescence artefact?]	25	-29[fluorescence artefact?]	0	-10	3
CCn1cc([N+](=O)[O-])c(C(=O)Nc2c(C)nn(Cc3c(F)c(F)c(F)c(F)c3F)c2C)n1	-10	3	-9	0[fluorescence artefact?]	-12	-8[fluorescence artefact?]	0	-2	-1
C=CCOc1ccc2ccccc2c1/C=N/O	4	0	0	-10	8	7	-1	-27	-5
CN(C)S(=O)(=O)c1cccc(C(=O)OCC(=O)c2ccc3c(c2)NC(=O)CO3)c1	8	14	-3	5	17	2	2	-19	7
COc1ccc(-c2cc(C(=O)N3CC4(C)CC3CC(C)(C)C4)no2)cc1 (stereo not drawn)	0	3	5	13[fluorescence artefact?]	12	13	3	-4	4
C/C(=N\NS(=O)(=O)c1cccc([N+](=O)[O-])c1)c1cc2ccccc2o1	-21	-7	2	-12	7	-6	2	-19	7
COc1cc2cc(C(=O)O)n(C)c2c(OC)c1OC	-4	-3	-3	0	1	0	-4	-5	-8
CCCOC(=O)Cc1n[nH]c(=O)[nH]c1=O	-1	1	3	12	10	0	9	-9	12
O=C(Cc1ccc(Cl)cc1)N/N=C1\CCCc2ccccc21	-23	1	-1	4	10	6	0	-24	3
COc1ccc(CNC(=O)/C=C/c2ccc(S(=O)(=O)NCc3ccco3)cc2)cc1OC	-23	3	1	-19	9	-2	-1	6	9
O=[N+]([O-])c1ccc(Nc2ccc(F)cc2)nc1	55*	1	-5	19[fluorescence artefact?]	7	-23	1	-87	6
Cc1nc2ccc(Cc3ccc4nc(C)[nH]c4c3)cc2[nH]1	6	4	2	0	14	2	1	.	-4
c1ccc(-c2nc3c4ccccc4ccn3c2CN2CCOCC2)cc1	-1	0	-7	1	10	2	5	-9	-5
Nc1ccc(C(=O)OCC(=O)N2CCc3ccccc3C2)cc1[N+](=O)[O-]	-22	7	1	-3	6	-5	0	-4	2
CCn1c(Cc2ccccc2)nnc1SCC(=O)Nc1ccc2c(c1)OCCO2	-6	6	-4	-5[fluorescence artefact?]	21	5	1	-13	-1
O=C(CCC1CCCN(C(=O)c2cc(C3CC3)[nH]n2)C1)N1CCN(c2ccccn2)CC1 (stereo not drawn)	-2	-5	2	-3	6	2	1	-16	-6
Nc1ccc(C(=O)OCc2nc3ccccc3[nH]2)cc1	-25	1	11	-17[fluorescence artefact?]	-3	-6[fluorescence artefact?]	3	-21	-3
COc1ccc2nc3oc(C(=O)N4CCC(C(N)=O)CC4)cc3cc2c1	-21	-10	2	-4	-13	-7	-1	-18	4
CCC1(C)Cc2c(sc3nc(SCC(=O)c4ccccc4)[nH]c(=O)c23)CO1 (stereo not drawn)	4	2	4	-8	6	-1	-1	5	2
CCOc1ccc(NC(=O)CN2C(=O)COc3ccc(Cl)cc32)cc1	-2	0	2	-1	12	0	-2	-9	4
CC(=O)C1=C(c2cccc([N+](=O)[O-])c2)N(C(C)=O)n2c(C)nnc2S1	6	-4	-3	3	1	0	10.0*	-9	-36
COC(=O)c1[nH]c2cccc(C)c2c1NC(=O)CN1CCCc2ccccc21	9	-4	3	-13[fluorescence artefact?]	2	-3	-3	-2	-9
Cc1c(Br)c(=O)[nH]c(=O)n1COCc1ccccc1	-22	-3	5	-1[fluorescence artefact?]	9	-6[fluorescence artefact?]	-1	-7	1
Cc1cc(C(=O)N/N=C/c2ccco2)c2ccccc2n1	-2	0	-7	14	9	-6	5	-7	.
CCn1ncc(CNC(=O)c2cccc([N+](=O)[O-])c2)c1C	-1	7	6	14[fluorescence artefact?]	9	2	3	-16	-1
Cn1c(=O)c2c3c(sc2n2c(SCC(N)=O)nnc12)CC(C(C)(C)C)CC3 (stereo not drawn)	-14	5	-8	.	12	.	-3	-6	2
O=C(C1COc2ccccc2O1)N1CCN(c2ccccc2F)CC1 (stereo not drawn)	-4	-3	0	0	4	2	-1	-16	7
COc1ccc(C2C(C#N)=C(N)OC3=C2C(=O)CC(C)(C)C3)cc1Cn1nc(C)c([N+](=O)[O-])c1C (stereo not drawn)	-2	8	-6	5	12	5	-1	-14	-4
CCC(=O)N1CCN(c2ccc(NC(=O)c3cc4ccccc4o3)cc2)CC1	-3	6	-7	-10[fluorescence artefact?]	15	1[fluorescence artefact?]	-1	.	3
COCCNCC(=O)C12CC3CC(CC(C3)C1)C2	-5	8	-1	1	12	7[fluorescence artefact?]	0	-14	4
Nc1ccccc1Oc1ccc2ccccc2c1	-2	-5	-3	-14	3	0	-2	-6	9
Cc1nn2c(NCc3ccccn3)cc(C(C)(C)C)nc2c1-c1ccccc1	-4	0	0	-2	0	-2	1	-36	14
Nc1ccc(S(=O)(=O)c2cccc(N)c2)cc1	1	-11	4	5	7	-1	-2	-9	-1
CC1=C(C(=O)OCc2ccccc2)C(c2ccc(Cl)cc2Cl)NC(=O)N1CCCC(=O)O (stereo not drawn)	-1	6	8	3	21	3[fluorescence artefact?]	-1	.	-10
O=C(NCC(=O)N(c1ccc2c(c1)OCO2)C(C(=O)NC1CCCC1)c1ccncc1)c1ccco1 (stereo not drawn)	3	1	6	-1[fluorescence artefact?]	7	5[fluorescence artefact?]	0	-16	0

Structures listed above marked active in KLK5 inh.
SMILES	KLK5 inh	FXIa inh	p97 inhibitor	14-3-3 Bad PPI	FXIIa inh	eIF4E-4G inh	Wee1 degr inh	Rad51 HR inh
O=[N+]([O-])c1ccc(Nc2ccc(F)cc2)nc1	55*	1	-5	19[fluorescence artefact?]	7	-23	1	6

Source: PubChem (several laboratories)
